ERK EGF block – blocks ERK signaling stimulated by EGF. AID 1454. HEK293-V1b, EGF-stimulated phospho-ERK AlphaScreen. Potency, µM (highest dose often 11.5 µM), without a hit: at the highest dose activity change, negative = inhibition, most hits filed as inhibitors. 130,000 compounds, 0.41% hits; active = well fitted inhibition curve with a large enough effect; inconclusive = small, poorly fitted or top-dose-only effect, or effect the other way;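 note: plate controls were stimulated vehicle wells for no effect and unstimulated vehicle basal for full effect; nearly all actives have a fitted effect of over 55% in size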
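In this qHTS, HEK293 cells with stable type-1 vasopressin (V1b) receptor were exposed to compound at 37C for 30 min, stimulated 5 min with EGF at 25 nM, lysed, and probed for phospho-ERK by AlphaScreen.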
* marks the source's active call; other numbers are inactive results; ? = inconclusive; [ ] = dose if it differs, or a comment. Potency is the fitted concentration of half-maximal effect. A portion of the library. The share of hits here may be higher or lower than overall.

SMILES	ERK EGF block
COc1ccc(/C=N/NC(=O)CC(=O)N/N=C/c2ccc(OC)cc2)cc1	11%
CC(C)NC(=O)CC1C(=O)N(Cc2ccccc2)C(C)c2nc3ccccc3n21 (configuration not stated)	7%
CCC(=O)N1CCN(c2nc(-c3ccc(Cl)cc3)cs2)CC1	?
Cc1cc2nc3c(=O)[nH]c(=O)nc-3n(CC(O)C(O)C(O)CO)c2cc1C (configuration not stated)	-4%
Cc1ccc(S(=O)(=O)N2CCN(C(=O)c3cccs3)CC2)cc1	-9%
O=C(COC(=O)c1cc(Br)ccc1Cl)NC1CC1	-4%
Cc1cccc(CNc2ncnc3ccc(-c4cccc(C#N)c4)cc23)c1	15%
C=CCn1c(-c2ccccc2[N+](=O)[O-])n[nH]c1=S	4%
Cc1ccc2[nH]c(C(=O)O)c(NC(=O)[C@@H]3C[C@@H]3c3ccccc3)c2c1	-23%[57.5 µM]
Cc1cc(C)n(-c2ccc(C(=O)Nc3cccnc3)cc2)n1	6%[57.5 µM]
N#CCCN(C(=O)Nc1ccc(Cl)c(Cl)c1)c1ccccc1	-6%
COc1ccccc1-c1n[nH]c(=S)n1Cc1ccco1	0%
O=C(O)CNC(=O)/C(=C/c1cccc([N+](=O)[O-])c1)NC(=O)c1ccco1	-4%
CCCC(=O)O[C@]1(C(=O)CO)CCC2[C@@H]3CCC4=CC(=O)CC[C@]4(C)C3C(O)C[C@]21C (some centres not stated)	-2%
O=C(N/N=C/c1ccc2c(c1)OCO2)C(=O)Nc1ccccc1	-12%[57.5 µM]
CCOC(=O)c1c(NC(=O)C(C)Sc2cn(C)c3ccccc23)sc2c1CCC2 (configuration not stated)	-3%
NS(=O)(=O)c1ccc(CCn2c(=S)[nH]c3ccc(F)cc3c2=O)cc1	1%
NC(=O)C1(N2CCCCC2)CCN(C(=S)Nc2ccc(S(N)(=O)=O)cc2)CC1	-7%
CC(C)(C)c1ccc(C(=O)NCc2nnc(SCC(=O)N3CCCc4ccccc43)n2-c2ccccc2)cc1	-7%
Cc1cccc2cc(CN(C(=S)NCC(C)C)C3CCCC3)c(=O)[nH]c12	-4%

No new results follow: an excerpt of the list.
SMILES	ERK EGF block
COc1ccc(/C=N/NC(=O)CC(=O)N/N=C/c2ccc(OC)cc2)cc1	11%
CC(C)NC(=O)CC1C(=O)N(Cc2ccccc2)C(C)c2nc3ccccc3n21 (configuration not stated)	7%
CCC(=O)N1CCN(c2nc(-c3ccc(Cl)cc3)cs2)CC1	?
Cc1cc2nc3c(=O)[nH]c(=O)nc-3n(CC(O)C(O)C(O)CO)c2cc1C (configuration not stated)	-4%

The list continues.
SMILES	ERK EGF block
CCCCNS(=O)(=O)c1ccc2nc(-c3cccnc3)cc(C(=O)NCCCOC)c2c1	2%
Cc1ccnc(NC(=O)c2ccoc2C)c1	11%
Cc1ccc(SC(=O)c2c(C)noc2-c2cc(C)on2)cc1	10%[57.5 µM]
O=C(NCCCN1CCN(c2ccc(F)cc2)CC1)Nc1ccc([N+](=O)[O-])cc1	?
CCC1=NN(C(=O)Cc2ccc([N+](=O)[O-])cc2)C(O)(c2ccc(Br)cc2)C1 (configuration not stated)	5%
NS(=O)(=O)c1ccc(NC(=O)CN2CCCN(S(=O)(=O)c3ccc(F)cc3)CC2)cc1	-4%[57.5 µM]
O=C(CSCc1ccc(Cl)cc1Cl)Nc1ccccc1C(=O)Nc1ccc(C(=O)O)cc1	0%
Nc1nnn(CC(=O)N/N=C/c2cccc3ccccc23)n1	5%
COc1ccc(OC)c(NC(=S)N2CCc3ccccc3C2)c1	4%
N#Cc1c(-c2cccc(Br)c2)cc(-c2ccco2)[nH]c1=O	-8%
CSCCC(NC(=O)c1ccccc1)C(=O)NC1CC1 (configuration not stated)	21%
Cc1ccc(C(=O)N/N=C\c2ccccn2)cn1	-1%[57.5 µM]
CS(=O)(=O)N1CCc2cc(C(=O)NC3CC3)ccc21	1%
O=C(COC(=O)c1cccnc1Cl)c1ccc(OC(F)F)cc1	-15%
CC(=O)c1c(C)nc(-c2cccc([N+](=O)[O-])c2)n1O	-3%
COC(=O)c1ccccc1NC(=O)C1CCCO1 (configuration not stated)	1%
CCNC(=S)NNC(=O)CCn1cc(C)cn1	7%
COC(=O)c1cc2occc2n1Cc1nc(-c2ccccc2Cl)oc1C	3%
COC(=O)c1cc(O)c(O)c(O)c1	2%
COc1ccc(C(=O)CNc2ccccc2CO)cc1	2%
Cc1ccc(NC(=O)Cn2ccc([N+](=O)[O-])n2)cc1C	1%
CCNc1cc(N2CCCC2)ccc1[N+](=O)[O-]	-12%
Cn1cccc1C(=O)N1CCC2(CC1)CN(C(=O)Nc1ccccc1)C2	-2%
CC[N+](C)(C)c1cccc(O)c1	16%
O=C1COc2ccc(C(=O)CSc3nc4ccccc4c(=O)n3-c3ccc(Cl)c(Cl)c3)cc2N1	-3%
Cn1c(N)c(C(=O)COC(=O)CC2CC3CCC2C3)c(=O)n(C)c1=O (configuration not stated)	2%
COC(=O)/C(NC(C)=O)=C(\C)c1ccc(Cl)cc1	0%
CCCN1Cc2cccc(C(=O)NC(CC(=O)OCC)c3ccc(C)cc3)c2C1=O (configuration not stated)	7%[57.5 µM]
N[C@@H](Cc1ccccc1)C(=O)O	-4%
CC(NC(=O)c1ccc(OC2CCN(S(=O)(=O)N(C)C)CC2)cc1)C1CC1 (configuration not stated)	-9%
CC(CCc1ccccc1)NC(=S)NC(=O)c1ccco1 (configuration not stated)	-5%
CC(=O)C1CCC2C3CC=C4CC(O)CC[C@@]4(C)C3CC[C@]12C (some centres not stated)	15%
COc1ccc(CCNC(=O)c2c(C)nc3ccccn23)cc1	-4%[57.5 µM]
Cc1ccc(S(=O)(=O)NC2CCCCC2)c(C)c1NS(C)(=O)=O	-4%
CCOC(=O)/C(C#N)=C/C1=C(N2CCOCC2)C(C)(C)OCC1	-4%[57.5 µM]
COc1ccc(C(=O)OCC[N+]2(C)CCCCC2)cc1	-2%
Cn1cnnc1SCc1ccc(C(=O)N=Nc2c(O)n(Cc3ccc(Cl)cc3)c3ccccc23)cc1	-8%
S=c1ccc2ccccc2[nH]1	1%
Cc1c(N(C(=O)c2ccccn2)C2(C(=O)NC3CCCCC3)CCCCC2)c(=O)n(-c2ccccc2)n1C	6%
COc1ccc2c(c1)CCC/C2=N\Nc1nc(C(=O)NN)cs1	5%[57.5 µM]
COc1ccc(C(=O)c2cc([N+](=O)[O-])ccc2N2CCOCC2)cc1	?
CCOC(=O)C1CCCN(C(=O)/C=C/c2ccc([N+](=O)[O-])cc2)C1 (configuration not stated)	-2%
Cc1cc2c(cc1[N+](=O)[O-])NC(CNC(C)C)CC2 (configuration not stated)	?
CC1=NNC(=O)C1CCC(=O)N/N=C\c1cccc(Cl)c1 (configuration not stated)	9%
c1ccc(C2c3c(ccc4ccccc34)Oc3ncn4nc(-c5ccco5)nc4c32)cc1 (configuration not stated)	0%
COc1ccccc1C(=O)NC(=S)Nc1cc(C(=O)O)ccc1C	-5%
Cc1cc(=O)oc(C)c1C(=O)NNC(=O)C1(C)CC1Br (configuration not stated)	7%[57.5 µM]
COc1ccc(Cl)cc1NC(=S)NN1CCOCC1	-2%
Cc1ccc(NC(=O)CN2CCc3ccccc3C2)cc1S(=O)(=O)N1CCOCC1	3%
CC(=O)Nc1ccc(S(=O)(=O)NCCc2csc(C)n2)cc1	7%
O=C(CCCn1c(SCC(=O)NCCc2ccccc2)nc2ccccc2c1=O)NCC1CCCO1 (configuration not stated)	5%
O=C(CNS(=O)(=O)c1ccccc1)NCC(=O)OCc1ccc(Br)cc1	2%
CC(=O)C1=C(C)NC(C)=C(C(C)=O)C1c1cn(-c2ccccc2)nc1-c1cccs1	2%
CC(C)=NOc1nc(N(C)C)nc(N2CCOCC2)n1	-10%[57.5 µM]
CC(C)CN1CCC2(CC1)CCN(C(=O)c1ccco1)CC2	18%
Cc1ccnn1C(C)C(=O)O (configuration not stated)	9%
O=C(/C=C/c1cccc([N+](=O)[O-])c1)Nc1ccc(NC(=O)c2cccs2)cc1	-2%
CN(c1ccccc1)S(=O)(=O)c1ccc(C(=O)OCC(=O)NCc2cccs2)cc1	6%[57.5 µM]
Cc1nn(CCC(=O)NNC(=S)Nc2ccccc2)c(C)c1Br	-1%
O=C(c1ccncc1)N1CCC2(CC1)CN(c1cccc(-c3ccccc3)c1)C2	-1%

Individual results from the entries so far.
For ERK EGF block, O=C(CCCn1c(SCC(=O)NCCc2ccccc2)nc2ccccc2c1=O)NCC1CCCO1 (configuration not stated) is entered as 5%
For ERK EGF block, CC(C)CN1CCC2(CC1)CCN(C(=O)c1ccco1)CC2 is entered as 18%

(more compounds)
SMILES	ERK EGF block
CCCS(=O)(=O)N1CCCC(C(=O)c2ccccc2OC)C1 (configuration not stated)	15%
O=C1CCCC(=O)C1C(=O)C1CCN(S(=O)(=O)c2ccccc2)CC1	-5%
O=C(CN1C(=O)COc2ccc(S(=O)(=O)N3CCCC3)cc21)N1CCCC1	1%[57.5 µM]
COc1cc(C(=O)OCC(=O)Nc2cc(-c3cc(C)c(C)cc3C)nn2-c2ccccc2)cc(OC)c1OC	-10%
O=C(Nc1nc2c(s1)CN(Cc1ccccc1)CC2)C1CCC1	4%
O=C(N/N=C/c1ccc[nH]1)c1ccccc1O	9%
CSCCC1Nc2ccc(S(=O)(=O)N3CCOCC3)cc2NC1=O (configuration not stated)	1%
CCCCCCNS(=O)(=O)c1ccc(NC(=O)C2CCCO2)cc1 (configuration not stated)	8%
COc1cccc(S(=O)(=O)NCc2ccc(C(=O)Nc3ccc(Cl)cc3)cc2)c1	12%
CC1Cc2ccccc2N1C1=CC(=O)CC(C)(C)C1 (configuration not stated)	0%
CCCC[C@@H]1C[C@H]1C(NC(=O)c1cccs1)c1ccc(C(F)(F)F)cc1 (some centres not stated)	-1%
Cc1ccc(N(CCCCN2C(=O)c3ccccc3C2=O)C(=O)c2ccc(Cl)s2)cc1	-5%
CN1C(=O)/C(=C/c2cc(C(C)(C)C)c(O)c(C(C)(C)C)c2)NC1=S	-1%
CCC(CC)C(=O)c1c[nH]c(C(=O)NN)c1	3%
O=C(O)C(O)[C@@](O)(Cc1ccc(O)cc1)C(=O)O (some centres not stated)	3%
CCCCCCCCCCCCCCCC(=O)OC(CC(=O)O)C[N+](C)(C)C (configuration not stated)	?
CCCn1nnc(NC(=S)NC(=O)Cc2ccccc2)n1	1%
COc1ccc(N2CCN(C(CNC(=O)C(=O)NCCCn3ccnc3)c3ccco3)CC2)cc1 (configuration not stated)	-2%
CCN(CC)CCNC(=O)Cn1cnc2sc(C)c(S(=O)(=O)N3CCN(c4ncccn4)CC3)c2c1=O	-5%
CC(C)C(C(=O)Nc1ccc(S(N)(=O)=O)cc1)N1C(=O)c2ccccc2C1=O (configuration not stated)	-4%

Filtered by structure, the compounds so far containing a tert-butyl group (two)
SMILES	ERK EGF block
CC(C)(C)c1ccc(C(=O)NCc2nnc(SCC(=O)N3CCCc4ccccc43)n2-c2ccccc2)cc1	-7%
CN1C(=O)/C(=C/c2cc(C(C)(C)C)c(O)c(C(C)(C)C)c2)NC1=S	-1%

Further compounds:
SMILES	ERK EGF block
CCOC(=O)C1=C(C)Nc2ccccc2S1	6%[57.5 µM]
Cc1ccc(C(=O)Nc2nnc(COc3ccccc3)s2)cc1	3%
Cc1cccc(C(=O)NC(=S)NNC(=O)Cc2ccccc2)c1	2%
CC(C)=NNC1=NC(C)(C)Cc2ccccc21	-9%[57.5 µM]
O=C(NCc1ccco1)/C(=C/c1cccc(C(F)(F)F)c1)c1nc2ccccc2[nH]1	-5%
O=C(Oc1c(CN2CCOCC2)cc(Cl)c2cccnc12)c1ccccc1Br	-9%[57.5 µM]
O=C(CSc1nc2[nH]ncc2c(=O)[nH]1)NCCc1ccccc1	0%
N#Cc1cccc(N=Cc2c(O)ccc3ccccc23)c1	-4%
O=C1CC(c2ccccc2)CC(O)=C1C=Nc1ccccc1O (configuration not stated)	5%
CCn1cnc2sc(C(=O)Oc3ccc(Br)cc3)c(C)c2c1=O	2%
CC1CCCC(NC(=O)COC(=O)/C=C/c2ccc3c(c2)OCO3)C1C (configuration not stated)	-5%
O=C(N/N=C1\CCCc2ccccc21)c1ccccc1[N+](=O)[O-]	8%
CCSc1n[nH]c(=S)s1	12%
CC(=O)CCc1ccc(OCCCCN2CCC(Cc3ccccc3)CC2)cc1	-4%
COc1cccc(OCc2nnc(SCC(=O)N3c4ccccc4Sc4ccc(Cl)cc43)o2)c1	-1%
CC1=C(C#N)C(c2ccccc2)C2=C(N1)c1ccccc1C2=O (configuration not stated)	5%
Cc1nc(-c2ccc(Cl)cc2)sc1C1(C)CC(c2cccc([N+](=O)[O-])c2)=NO1 (configuration not stated)	-10%[57.5 µM]
Cc1ccc(C)c(N2C(=O)c3ccc(C(=O)OCC(=O)c4c(N)n(C)c(=O)n(C)c4=O)cc3C2=O)c1	2%
COC(=O)c1ccc(CSc2cc(C)c3cc(C)cc(C)c3n2)o1	2%
COc1cccc2c1C(=O)C=C(C)C2=O	-17%
COc1ccc(CNC(=O)COC(=O)c2ccc(F)c(S(=O)(=O)N3CCCCC3)c2)cc1OC	-5%[57.5 µM]

3 compounds already listed, sorted by the value under ERK EGF block, falling.
SMILES	ERK EGF block
O=C(N/N=C1\CCCc2ccccc21)c1ccccc1[N+](=O)[O-]	8%
Cc1ccc(C(=O)Nc2nnc(COc3ccccc3)s2)cc1	3%
O=C(NCc1ccco1)/C(=C/c1cccc(C(F)(F)F)c1)c1nc2ccccc2[nH]1	-5%

Compound activity from PubChem.
